# Bioassay records: PubChem, National Center for Advancing Translational Sciences (NCATS)
# B2AR arrestin – recruits beta-arrestin to the human beta2-adrenergic receptor | beta-arrestin recruitment to beta2AR, cell-based reporter | Potency, µM (doses to about 46.1 µM), inactives show at the top dose activation, actives largely listed as activators | actives 0.02% (n = 330,000) | AID 492947;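 also: potency is read from the fitted curve at half-maximal effect; 0% = DMSO controls and full agonism = EC100 isoproterenol or metaproterenol; nearly all actives have a fitted effect of over 65% in size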
# S-ASM inh – blocks human secretory acid sphingomyelinase. P17405. actives 0.006% (n = 340,000). Potency, µM (highest dose often 57.5 µM), for inactives: at the top dose activity change, negative = inhibition, actives largely listed as inhibitors. placental ASM, HMU-PC fluorogenic substrate, 60 min. AID 504937; also: potency is read from the fitted curve at half-maximal effect
#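 HMU-PC0 cleavage (9 uM final) by human placental ASM, 60 min at 37 °C following 10 min compound exposure at RT; stopped at pH 10, fluorescence Ex 386/Em 447 nm.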
# Tb PFK inh – blocks T. brucei phosphofructokinase. O15648. T. brucei PFK, ADP-Glo luminescence. Potency, µM (doses to about 57.5 µM), without a hit: top-dose activity, negative = inhibition, usual class: inhibitors. actives 0.17% (n = 330,000). AID 485367;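 also: potency is read from the fitted curve at half-maximal effect; 0% = uninhibited 1x PFK enzyme wells and -100% = no-enzyme wells; nearly all actives have a fitted effect of over 60% in size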
# Target sequence (O15648 whole entry, looked up): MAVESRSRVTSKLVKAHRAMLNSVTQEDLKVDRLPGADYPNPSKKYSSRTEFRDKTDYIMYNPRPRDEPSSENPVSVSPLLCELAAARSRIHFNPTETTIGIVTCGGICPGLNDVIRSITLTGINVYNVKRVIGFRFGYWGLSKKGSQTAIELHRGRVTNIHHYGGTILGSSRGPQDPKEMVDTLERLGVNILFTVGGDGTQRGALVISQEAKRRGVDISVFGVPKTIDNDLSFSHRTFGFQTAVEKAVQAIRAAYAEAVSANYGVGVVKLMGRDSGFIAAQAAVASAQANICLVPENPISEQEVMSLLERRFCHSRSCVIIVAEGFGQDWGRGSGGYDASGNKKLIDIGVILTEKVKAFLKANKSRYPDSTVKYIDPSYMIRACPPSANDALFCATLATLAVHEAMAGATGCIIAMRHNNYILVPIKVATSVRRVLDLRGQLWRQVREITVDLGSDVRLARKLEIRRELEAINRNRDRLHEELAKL
#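 ADP-Glo luminescence quantified ADP after 45 min at room temperature, with 1.25 nM T. brucei PFK, 0.1 mM ATP and 0.5 mM fructose-6-phosphate in pH 8.0 TEA buffer. qHTS titrations up to 57 µM; curves classified by quality.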
# Menin-MLL TR inh – displaces Texas Red mutant MLL peptide from human menin | O00255 | Menin + Texas Red MLL mutant peptide, fluorescence polarization | Potency, µM (titrated, usually from 61.6 µM), for inactives: at the top dose FP activity change, negative = inhibition, hits mostly inhibitors | actives 0.23% (n = 270,000); active = well fitted inhibition curve with a large enough effect in the polarisation, with a control signal flat, not every such curve was filed as active; inconclusive = small, poorly fitted or top-dose-only effect, or effect the other way, or a change in a side signal; inactive = no such curve, though single readings can be large or run the other way; the % refers to the polarisation; also: potency is read from the fitted curve at half-maximal effect; % of control where 0% means no effect; many of its hits are not listed in these tables
# PKM2 activator – activators of human pyruvate kinase M2. AID 1631. P14618. purified PKM2, Kinase-Glo ATP luminescence, activation; response scale: 0% is enzyme alone, no compound. actives 0.34% (n = 260,000). Potency, µM (titrated, usually from 57.5 µM), inactives show at the top dose activation, most hits filed as activators; also: potency is read from the fitted curve at half-maximal effect; % is scaled to controls: 0 for no effect and ±100 for the full control effect; nearly all actives have a fitted effect of over 55% in size
#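 Purified hPK-M2 (>95%) run at intermediate activity with 0.1 mM ADP and 0.5 mM PEP in 50 mM imidazole pH 7.2, KCl, MgCl2; 1 h room temperature. ATP formed read by Kinase-Glo luminescence; normalized to uninhibited and no-enzyme controls.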
# GALK inhibitor – inhibitors of human galactokinase. Potency, µM (top dose mostly 57.5 µM), for the others: at the highest dose activity change, negative = inhibition, most hits filed as inhibitors. Purified GALK, Kinase-Glo residual ATP luminescence. P51570. actives 0.007% (n = 270,000); also: potency is read from the fitted curve at half-maximal effect; % is scaled to controls: 0 for no effect and ±100 for the full control effect
# Target sequence (P51570 whole entry, looked up): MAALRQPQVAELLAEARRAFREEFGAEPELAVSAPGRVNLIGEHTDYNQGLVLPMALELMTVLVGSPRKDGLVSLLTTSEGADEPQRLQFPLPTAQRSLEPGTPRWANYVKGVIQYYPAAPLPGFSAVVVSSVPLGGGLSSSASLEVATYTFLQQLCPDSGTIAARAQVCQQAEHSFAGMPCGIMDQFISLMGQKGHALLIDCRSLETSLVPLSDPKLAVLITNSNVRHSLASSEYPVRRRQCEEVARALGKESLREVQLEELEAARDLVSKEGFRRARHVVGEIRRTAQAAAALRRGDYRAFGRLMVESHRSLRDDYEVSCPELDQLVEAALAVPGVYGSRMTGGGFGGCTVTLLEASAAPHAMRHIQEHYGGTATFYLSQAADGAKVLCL
#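 5 nM enzyme, 35 uM ATP, 100 uM galactose, 20 mM HEPES pH8.0, 5 mM MgCl2; 1 h RT; residual ATP by Kinase-Glo Plus luminescence, qHTS format.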
# FBPA coupling cs – inhibits coupling enzyme system, counter-screen for aldolase hits; coupling enzyme system counterscreen, AmpLite Red fluorescence; activity change, negative = inhibition, % at 58.2 µM, hits read low; actives 0.67% (n = 290,000); AID 2472; in the data active = activity change below about -30%; also: % is scaled to controls: 0 for no effect and ±100 for the full control effect
#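 Activity here indicates interference with the coupling reaction, not aldolase inhibition. Compounds at 57.5 uM final met coupling enzymes for 10 min at RT; substrate and AmpLite Red detection followed, with a 525/598 nm fluorescence read after 20 min.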
# PTAP TSG101 blk – blocks PTAP/TSG101 interaction to inhibit HIV-1 budding; Potency, µM (highest dose often 115 µM), inactives show at the top dose activity change, negative = inhibition, most hits filed as inhibitors; Fluorescence polarization, FITC-PTAP peptide / Tsg101 binding; Q99816; 340,000 tested, under 10 active; active = well fitted inhibition curve with a large enough effect in the main read-out, with a control signal flat, not every such curve was filed as active; inconclusive = small, poorly fitted or top-dose-only effect, or effect the other way, or a change in a side signal; inactive = no such curve, though single readings can be large or run the other way; also: potency is read from the fitted curve at half-maximal effect; % of control where 0% means no effect
#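 Tsg101 binding domain (10 uM final) was mixed with compound and a FITC-labeled PTAP peptide (50 nM final) in HEPES pH 7.5 buffer with NaCl, Tween 20, EDTA and TCEP; fluorescence polarization was read after 20 min at r.t.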
# BCR signal inh – inhibitors of chronic active B-cell receptor signaling; ABC-DLBCL IkBa-CBG/CBR reporter, luminescence ratio, 4 h; Potency, µM (top dose mostly 46.1 µM), for the others: at the top dose ratio change, negative = lower green/red ratio, usual class: inhibitors; actives 0.05% (n = 340,000); active = well fitted inhibition curve with a large enough effect in the signal ratio, with a control signal flat, not every such curve was filed as active; inconclusive = small, poorly fitted or top-dose-only effect, or effect the other way, or a change in a side signal; the % refers to the signal ratio;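 also: potency is read from the fitted curve at half-maximal effect; plate controls were basal doxycycline-induced cells for no effect and cells given 10 µM MG132 for full effect; MG132 reads +100%, hits lower the ratio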
#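 Compounds up to 46 uM were incubated four hours with TMD8 cells whose green CBG68 luciferase is fused to IkappaBalpha; red CBR luminescence normalised the signal, and concentration-effect curves were fitted to fusion, red and ratio data.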
# Giardia killer – Giardia lamblia killing; activity change, % at 7.66 µM, hits read low; AID 540267; actives 0.15% (n = 340,000); Giardia lamblia trophozoite viability; in the data active = activity change below about -80%; inconclusive = between about -30% and that limit;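 also: parasites exposed to compound for two days anaerobically before the ATP read; % is scaled to controls: 0 for no effect and ±100 for the full control effect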
#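 Anaerobic 48 hrs incubation at 37 deg C of 100 trophozoites/well with test compounds; ATPLite 1-Step luminescence, 15-30 min RT, reports cellular ATP as viability.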
# a7 integrin act – activates integrin-mediated alleviation for muscular dystrophy | alpha7betagal myoblasts, beta-gal FDG fluorescence, 48 h | Potency, µM (series often up to 38.3 µM), without a hit: at the highest dose activation, hits mostly activators | actives 0.064% (n = 350,000);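 also: potency is read from the fitted curve at half-maximal effect; 100% = response of the positive control SU9516; nearly all actives have a fitted effect of over 60% in size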
#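 alpha7betagal+/- myoblasts (passage 13, 250/well) treated 48 h at 37C with compounds at 1:260 dilution of DMSO stock. Lysed, then beta-galactosidase activity read as FDG fluorescence (ex 480/em 540) after 30 min, with pre-read for autofluorescence.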
# The depositor's hits bear a star; ? = inconclusive; . = not tested or not shown; [ ] = dose if it differs, or a comment. Unless noted, calls follow the shape of the dose curve; as a rule, active = well fitted curve in the direction sought with a large enough effect; inconclusive = small, poorly fitted or top-dose-only effect, or another doubt; inactive = no such curve, though single readings can be large; an effect the other way counts as inactive or inconclusive.
SMILES,B2AR arrestin,S-ASM inh,Tb PFK inh,Menin-MLL TR inh,PKM2 activator,GALK inhibitor,FBPA coupling cs,PTAP TSG101 blk,BCR signal inh,Giardia killer,a7 integrin act
CC1Sc2ccc(S(=O)(=O)N3CCC(C(=O)Nc4cccc(Cl)c4)CC3)cc2NC1=O (stereo not drawn),-0.2%,-27%,1%,.,.,0%,.,2%,?,10,-52%[inhibitor]
CC(C(=O)NCCN1C(=O)S/C(=C\c2cccs2)C1=O)N1C(=O)c2ccccc2C1=O (stereo not drawn),0.3%,-10%,1%,5%,8%,.,5,0%,1%,3,-11%
Cc1cccn2cc(CNS(=O)(=O)c3ccc4ccccc4c3)nc12,-0.2%,-2%,1%,.,-3%,6%,.,.,-1%,6,-32%
COc1ccc(CCNC(=O)c2cnn(-c3ccc(C)c(C)c3)c2NC(=O)c2ccco2)cc1OC,.,5%,.,-12%,-2%,2%,2,-3%,.,-3,29%
COc1ccc(/C=C/CN2CCN(Cc3ccccc3)C(CCO)C2)cc1 (stereo not drawn),-0.6%,-1%,-2%,-6%,0%,10%,3,-2%,-7%,-13,5%
COc1ccc(CCNC(=O)C/C(C)=N/NC(=O)C23CC4CC(CC(C4)C2)C3)cc1OC,0.0%,0%,0%,-16%,1%,1%,0,-1%,-1%,5,-38%[inhibitor]
COc1ccc(/C=C(/NC(=O)c2ccccc2)C(=O)NC2CCS(=O)(=O)C2)cc1 (stereo not drawn),-0.2%,0%,1%,0%,-3%,1%,4,-3%,0%,-4,21%
CCOc1ccc(/C=N/N(C)c2ccccc2)cc1OC,-1.1%,-4%,-3%,?,-3%,4%,0,-3%,?,13,-4%
Cc1nc2ccc(NC(=O)c3ccc(S(=O)(=O)N(C)c4ccccc4)cc3)cc2s1,-0.9%,-12%,-3%,44%[activator],-2%,1%,0,0%,?,-2,0%
O=[N+]([O-])c1cc(C(F)(F)F)ccc1Oc1cccnc1[N+](=O)[O-],-0.3%,5%,-7%,4%,4%,0%,1,-5%,-2%,?,-39%
Cc1ccc(S(=O)(=O)N2CCN(CC(=O)Nc3ccnn3C3CCCC3)CC2)cc1,-0.4%,5%,4%,.,.,.,.,0%,0%,-2,23%
CC(C)c1ccc(NC(=O)C2CC3CCC2C3)cc1 (stereo not drawn),-0.3%,3%,0%,32%[activator],0%,0%,-9,-2%,-1%,?,10%
O=C(Nc1cccc(S(=O)(=O)C(F)F)c1)c1ccc(S(=O)(=O)N2CCOCC2)cc1,-0.1%,1%,-1%,?,5%,-2%,4,-6%,?,1,1%
CC(C)(C)c1ccc(C(=O)NCC(=O)N/N=C/c2ccccc2OCC(=O)O)cc1,-0.2%,1%,-1%,-3%,-3%,-2%,5,-6%,-1%,-11,29%
CCCCNC(=O)c1ccccc1NC(=O)C1=C(C)OCCS1,-0.3%,0%,3%,22%,.,.,0,-3%,0%,13,0%
COc1cc2c(cc1OC)C(c1cccs1)N(C(=O)c1cccc(S(=O)(=O)N(C)C)c1)CC2 (stereo not drawn),-0.4%,0%,-1%,.,17%,9%,0,-1%,-26%,12,-47%[inhibitor]
COc1ccc(NC(=O)/C(=C\c2ccc3c(c2)OCO3)NC(C)=O)cc1,-0.5%,0%,6%,0%,-7%,0%,3,-2%,-4%,-18,-12%
Cc1ccc(Cl)cc1N1CCN(C(=O)CN(c2ccccc2)S(=O)(=O)N(C)C)CC1,0.2%,-2%,-13%,3%,-1%,-1%,4,-1%,-17%,-10,-10%
COC(=O)c1scc(C#N)c1N/N=C(\C#N)S(=O)(=O)c1ccc(Cl)cc1,-0.1%,-3%,1%,.,8%,-5%,12,-14%,1%,-1,-21%
O=C(COC(=O)CNC(=O)c1ccccc1Cl)Nc1ccccc1Cl,-0.8%,2%,-1%,.,.,.,.,-8%,?,-3,.
O=C(CCn1c(=O)sc2ccccc21)NCc1ccccc1,-0.4%,4%,-2%,-7%,5%,2%,1,-3%,1%,11,24%
CCOC(=O)/C=C1\SCC(=O)N1CC(=O)NCc1ccc(OC)c(OC)c1,-0.2%,5%,-2%,11%,0%,11%,-1,-1%,-9%,1,13%
Cc1cccc([C@@H]2[C@@H]3C(=O)N(Cc4ccccc4)C(=O)[C@@H]3[C@]3(Cc4ccc(Cl)cc4)C(=O)N(c4cccc(Cl)c4)C(=O)N23)c1,-0.2%,-8%,-3%,.,.,.,.,-5%,-7%,18,0%
CCC[C@@H](CNC)NC[C@H](Cc1ccccc1)NCCCCc1ccccc1,-0.7%,3%,4%,?,-8%,.,2,-4%,-6%,39[activator],-46%
CCOC(=O)CCc1c(C)nc(SCC(=O)O)c(C#N)c1C,-1.1%,7%,-19%,1%,5%,5%,9,-3%,5%,18,6%
O=C(c1ccc(Cl)cc1)c1cnc(-c2ccccc2)s1,0.1%,10%,3%,.,-2%,1%,7,-1%,-5%,8,13%
COc1cccc(C=Nc2ccc(C)c(F)c2)c1O,-1.5%,11%,-14%,-3%,4%,3%,0,-1%,0%,34[activator],24%
COCCn1c(=NC(=O)c2cc3ccccc3oc2=O)sc2cc(S(N)(=O)=O)ccc21,-0.5%,.,-1%,-27%,18%,-2%,-4,-1%,-1%,2,8%
Cc1ccc(-c2nc(S(=O)(=O)c3ccc(F)cc3)c(SCC(=O)NCC3CCCO3)o2)cc1 (stereo not drawn),0.3%,-2%,2%,1%,-15%,1%,-1,-1%,9%,7,-6%
CN(C)CCCN=Cc1c(O)n(Cc2ccc3c(c2)OCO3)c(=O)c2ccccc12,3.5%,.,-12%,-28%,2%,1%,-1,.,0%,.,.
CN(C)c1ccc(/C=N/NC(=O)CCc2c[nH]c3ccccc23)cc1,-0.6%,51%[activator],-6%,?,0%,11%,-1,-2%,-19%,12,-5%
O=C(NCCCN1CCCC1=O)c1ccc(Cl)c(S(=O)(=O)N2CCCCC2)c1,-0.1%,2%,-4%,.,.,.,.,-6%,3%,-13,?
COc1ccc(NC(=O)CCC(=O)c2ccc(C(C)C)cc2)cc1,-0.9%,-11%,1%,?,-2%,2%,0,-1%,0%,10,-67%[inhibitor]
COc1ccccc1N1C(=NC(=O)CCc2ccccc2)SC2CS(=O)(=O)CC21 (stereo not drawn),-0.3%,3%,-2%,2%,.,-1%,-1,-1%,-1%,-29,-1%
COc1ccc(/C=C/C(=O)NC(=S)NNC(=O)Cc2cccs2)cc1,-0.1%,1%,3%,?,14%,2%,4,-6%,-10%,1,-28%
O=C(NC1CCCc2ccccc21)c1cccnc1 (stereo not drawn),0.1%,6%,3%,-2%,5%,6%,1,0%,0%,14,15%
c1ccc(SCc2nc3ccccc3[nH]2)cc1,0.4%,1%,-11%,1%,2%,-1%,3,-10%,0%,3,3%
O=C(Cn1cnc2ccccc2c1=O)c1cccs1,0.3%,0%,0%,9%,0%,0%,6,-3%,3%,17,-16%
O=C(Cn1cnc2ccc(Br)cc2c1=O)c1cccs1,-0.1%,-3%,0%,.,-7%,0%,0,-5%,?,-6,-18%
O=C(Cn1c(=O)c2cccn2c2ccc(F)cc21)NCCCN1CCN(c2ccccc2F)CC1,0.3%,2%,3%,.,.,-5%,.,-1%,1%,4,-36%
CC(Oc1cccnc1[N+](=O)[O-])C(=O)Nc1cccc(Cl)c1 (stereo not drawn),-0.3%,-1%,-3%,.,.,.,.,2%,1%,-87*,4%
O=C(O)CCCCCNC(=O)c1ccccc1Br,0.0%,11%,-29%,16%,-4%,7%,4,1%,7%,-2,?
O=C(NCCN1CCCC1=O)C1CCC(=O)N(CCc2cccc(F)c2)C1 (stereo not drawn),0.4%,.,2%,-21%,5%,0%,-4,-2%,?,15,8%
COc1ccc(-c2noc(N3CCC(C(=O)Nc4ccccc4OC)CC3)n2)cc1,-0.3%,-18%,-7%,3%,1%,.,-2,-4%,-6%,-10,-6%
CN(C)S(=O)(=O)c1ccc(C(=O)NCc2nnc(SCC(=O)Nc3ccc(F)cc3)n2-c2ccc(F)cc2)cc1,3.5%,-5%,-2%,20%,-4%,-2%,12,-2%,-9%,7,-12%
Cc1cccn2c(=O)nc(SCC(=O)NCc3ccco3)nc12,0.1%,3%,-25%,.,.,.,.,-1%,-2%,-15,23%
COC(=O)C1=C(O)/C(=C\c2ccc(CNC(=O)C(=O)Nc3ccc(C)c(C)c3)o2)N=C1C,0.0%,3%,-1%,?,20%,-1%,-1,2%,-14%,2,0%

# Not all compounds are listed; count on the stated rates, not on these rows.
